# Screening results from PubChem BioAssay.
# Pol kappa inh – inhibitors of human DNA polymerase kappa; actives 0.53% (n = 400,000); Potency, µM (doses to about 107 µM), inactives show at the top dose activity, negative = inhibition, usual class: inhibitors; purified Pol kappa, fluorescent DNA synthesis assay, 10 min; note: potency is the fitted concentration of half-maximal effect; % is set by controls: 0 for no effect and ±100 for the full control effect
#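 Inhibition of 10 nM Pol kappa is measured by a fluorescent read-out at 0 and 10 min following addition of 50 nM substrate (final), with a 15-min room-temperature compound preincubation.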
# BLM inh – inhibitors of human Bloom syndrome helicase BLM; recombinant BLM DNA unwinding, fluorescence dequenching; Potency, µM (series often up to 56.1 µM), for the others: at the top dose activity change, negative = inhibition, most hits filed as inhibitors; actives 0.2% (n = 350,000);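 note: potency is the fitted concentration of half-maximal effect; plate controls were vehicle for no effect and no enzyme for full effect; nearly all actives have a fitted effect of over 35% in size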
# LDHA block – blocks human lactate dehydrogenase A | P00338 | purified LDHA, NADH/diaphorase-resazurin fluorescence; hits give low values | activity change, % (values are at about 110 or 230 µM) | actives 0.15% (n = 480,000) | AID 1347041; in the data active = activity change below about -30%; inconclusive = mostly about -25% to -30%;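 note: plate controls were DMSO wells for no effect and wells without enzyme for full effect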
#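 Human LDH5 (2 nM) was incubated with 0.06 mM NADH and 0.2 mM pyruvate for 5 min at room temperature in Tris pH 7.4. Remaining NADH was coupled through diaphorase/resazurin, and resorufin fluorescence was read at 0 and 20 min.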
# Apoferritin bind – binds horse apoferritin like a general anesthetic; P02791; apoferritin/1-aminoanthracene competitive binding, fluorescence; Potency, µM (top dose mostly 77.5 µM), for the others: at the top dose activity change, negative = displacement, usual class: inhibitors; actives 0.074% (n = 350,000); note: potency is the fitted concentration of half-maximal effect; % is set by controls: 0 for no effect and ±100 for the full control effect; nearly all actives have a fitted effect of over 20% in size
#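 Apoferritin-based anesthetic binding model; compound displacement of fluorescent 1-AMA measured as endpoint fluorescence after 10 minutes at room temperature, scaled to free-ligand and complex controls.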
# APE1 inh – APE1 (human) endonuclease inhibition; P27695; recombinant APE1, TAMRA/BHQ-2 abasic DNA cleavage fluorescence; Potency, µM (titrated, usually from 65.8 µM), inactives show top-dose activity change, negative = inhibition, actives largely listed as inhibitors; actives 0.35% (n = 350,000);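 note: potency is the fitted concentration of half-maximal effect; plate controls were vehicle for no effect and reference inhibitor for full effect; nearly all actives have a fitted effect of over 55% in size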
# Target sequence (P27695 whole entry, looked up): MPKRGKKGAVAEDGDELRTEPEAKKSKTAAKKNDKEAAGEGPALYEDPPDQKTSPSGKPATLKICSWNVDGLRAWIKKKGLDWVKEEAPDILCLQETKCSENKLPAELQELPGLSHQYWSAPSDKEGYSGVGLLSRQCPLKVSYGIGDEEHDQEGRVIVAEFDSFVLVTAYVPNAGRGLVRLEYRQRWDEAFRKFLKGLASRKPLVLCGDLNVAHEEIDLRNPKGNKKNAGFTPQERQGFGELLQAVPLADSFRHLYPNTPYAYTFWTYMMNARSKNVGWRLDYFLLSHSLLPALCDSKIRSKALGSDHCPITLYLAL
#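 Substrate: short duplex with […] THF abasic site, 5'-TAMRA and 3'-BHQ-2, 50 nM final. APE1 at 0.75 nM, preincubated 15 min RT with compound. Fluorescence increase from first to third read measured activity.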
# Pol eta inh – DNA polymerase eta (human) inhibition. Q9Y253. recombinant Pol eta, fluorescent DNA replication assay. Potency, µM (highest dose often 114 µM), for the others: at the top dose activity change, negative = inhibition, most hits filed as inhibitors. actives 1.2% (n = 390,000). AID 588591; note: potency is the fitted concentration of half-maximal effect; % is set by controls: 0 for no effect and ±100 for the full control effect
# Target sequence (Q9Y253 whole entry, looked up): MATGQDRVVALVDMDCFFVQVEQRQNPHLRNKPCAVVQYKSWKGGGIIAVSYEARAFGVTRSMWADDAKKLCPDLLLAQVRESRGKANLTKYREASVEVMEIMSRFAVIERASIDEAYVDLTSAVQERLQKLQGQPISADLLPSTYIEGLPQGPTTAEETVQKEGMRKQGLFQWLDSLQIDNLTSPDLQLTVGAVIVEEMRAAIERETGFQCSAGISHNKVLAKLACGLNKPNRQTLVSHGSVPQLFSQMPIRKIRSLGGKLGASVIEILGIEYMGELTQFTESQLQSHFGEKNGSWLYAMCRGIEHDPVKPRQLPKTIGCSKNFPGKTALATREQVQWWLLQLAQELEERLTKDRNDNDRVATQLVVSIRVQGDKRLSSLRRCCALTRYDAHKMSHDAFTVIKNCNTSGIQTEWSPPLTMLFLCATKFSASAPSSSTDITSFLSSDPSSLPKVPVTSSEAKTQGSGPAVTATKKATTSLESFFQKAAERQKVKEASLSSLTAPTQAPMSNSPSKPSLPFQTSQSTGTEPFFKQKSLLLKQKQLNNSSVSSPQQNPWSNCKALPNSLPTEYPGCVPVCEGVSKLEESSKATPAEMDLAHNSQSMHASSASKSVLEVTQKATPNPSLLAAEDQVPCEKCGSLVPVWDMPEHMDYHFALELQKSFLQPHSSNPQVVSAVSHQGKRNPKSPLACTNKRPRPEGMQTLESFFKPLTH
#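 Pol eta at 10 nM preincubated with compounds 15 min at room temperature; reaction started with fluorescent substrate (50 nM final) and read kinetically at 0 and 10 min.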
# Pol beta inh – inhibitors of human DNA polymerase beta. Potency, µM (doses to about 114 µM), without a hit: top-dose activity change, negative = inhibition, usual class: inhibitors. Pol beta primer extension/strand displacement, fluorescence kinetic. P06746. AID 485314. actives 1.3% (n = 340,000); note: potency is the fitted concentration of half-maximal effect; % is set by controls: 0 for no effect and ±100 for the full control effect
#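 Kinetic readout of DNA synthesis with strand displacement by Pol beta. Compound and 10 nM enzyme sit 15 min at room temperature; 50 nM substrate starts the reaction, read immediately and at 10 min.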
# POLI inh – blocks human DNA polymerase iota activity | Pol iota fluorescent replication assay, 10 min | actives 1% (n = 390,000) | Q9UNA4 | Potency, µM (top dose mostly 115 µM), inactives show top-dose activity, negative = inhibition, actives largely listed as inhibitors; note: potency is the fitted concentration of half-maximal effect
#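 Pol iota at 10 nM preincubated 15 min with compounds at room temperature; reaction started with fluorescent substrate, 50 nM final. Fluorescence read kinetically at 0 and 10 min; buffer-only wells as negative control.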
# GRP78 ERSR act – induces the endoplasmic reticulum stress response in human glioma cells | U87-MG GRP78 promoter luciferase reporter, 16 h | Potency, µM, for the others: at the top dose activation, most hits filed as activators | actives 0.02% (n = 420,000) | AID 602332; note: potency is the fitted concentration of half-maximal effect; series mostly up to about 76 µM; % of control where 0% means no effect; nearly all actives have a fitted effect of over 35% in size
#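 ERSR induction read as luciferase luminescence (Bright-Glo, 10 min at room temperature) in stably transfected human U87-MG glioma cells exposed to compounds for 16 h, using GRP78 as sensor.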
# Active calls of the source: *; ? = inconclusive; . = not tested or not shown; [ ] = remark or other dose. Unless noted, calls come from the whole dose curve; as a rule, active = well fitted curve in the direction sought with a large enough effect; inconclusive = small, poorly fitted or top-dose-only effect, or another doubt; inactive = no such curve, though single readings can be large; an effect the other way counts as inactive or inconclusive. This is a subset (hit frequency here may not be typical).
SMILES,Pol kappa inh,BLM inh,LDHA block,Apoferritin bind,APE1 inh,Pol eta inh,Pol beta inh,POLI inh,GRP78 ERSR act
C=CC[C@@H](CC(=O)N[C@@H](CO)Cc1ccccc1)C(=O)N[C@H](C)COC(=O)[C@@H](CC=C)Cc1ccc(F)cc1,-3%,.,-6,.,0%,-12%,.,2%,-6%
Cn1c(-c2ccc(Br)cc2)cnc1NCc1ccc(C#N)cc1,6%,-3%,-5,-20%,41%,-13%,2%,19%,-4%
COCCn1cnc2c1c(=O)n(CC(=O)O)c(=O)n2Cc1ccccc1,3%,-5%,0,-5%,24%,1%,-1%,-10%,-6%
CCCCOc1ccc(C(=O)NCc2ccccn2)cc1,-11%,-1%,-1,-10%,7%,-14%,-12%,-4%,3%
CCOC(=O)C1=C(C)Nc2sc(C(=O)c3ccc(C)cc3)c(N)c2C1c1ccc(C(=O)OC)cc1 (stereo unspecified),-13%,-11%,-12,-9%,-6%,-5%,4%,89%[activator],2%
COc1ccccc1CN1CC(C(=O)N2CCCCO2)CCC1=O (stereo unspecified),3%,1%,-1,-5%,52%[activator],-14%,20%,-5%,?
Cc1cccnc1NC(=O)c1ccccc1-c1ccccc1C(=O)Nc1ncccc1C,3%,2%,-7,31%[activator],1%,-21%,43%,17%,-3%
O=C(CCNC(=O)C1CCN(S(=O)(=O)c2ccc(F)cc2)CC1)NCc1ccc(Cl)cc1,-9%,-2%,-6,4%,0%,-3%,-1%,?,-2%
COc1ccc(NC(=O)c2ccc(CN3CCN(c4ccccc4)CC3)cc2)cc1OC,-2%,-4%,2,-21%,-3%,-22%,3%,10%,-2%
Cc1cc(C)cc(-n2c(SCC(=O)N3CCCCCC3)nc3c([nH]c4ccccc43)c2=O)c1,0%[60.1 µM],0%,0,-10%,.,-6%,-10%,-11%,-4%
CCN(CC)CCCNC(=O)c1cn(CCOC)c(=O)c2c1c1ccccc1n2C,-25%,7%,0,-7%,-6%,-1%,19%,-9%,0%
O=C(O)CCn1c(=O)oc2cc(S(=O)(=O)N3CCCC3)ccc21,-3%,.,-9,.,-9%,-14%,.,86%[activator],-5%
CCn1c(SCC(=O)Nc2nc(-c3ccc(C)cc3)cs2)nnc1-c1ccccc1,1%,-9%,-1,-16%,12%,-5%,16%,-10%,-1%
COC(=O)C1=C(C)N(C)C(C)=C(C(=O)OC)C1c1ccsc1,-14%,-3%,1,-9%,15%,-19%,0%,16%,-1%
COc1ccc(Cn2c(CO)cnc2SCc2ccc(F)cc2)cc1,-12%[60.1 µM],0%,0,4%,.,-10%,4%,19%,3%
CC(C(Sc1ccccc1N)c1ccccc1)[N+](=O)[O-] (stereo unspecified),-1%,0%,0,?,-1%,-10%,3%,?,-6%
COc1cccc(C2C(C(=O)Nc3ccc(C)cc3C)=C(C)Nc3c(C(=O)Nc4ccccc4)cnn32)c1 (stereo unspecified),-16%,-12%,-2,50%[activator],.,-11%,5%,7%,-3%
CC(C)(C)OC(=O)NCCCC[C@H](NC(=O)[C@H](Cc1c[nH]c2ccccc12)NC(=O)OCc1ccccc1)C(=O)O,-24%,1%,-8,-8%,7%,-17%,0%,31%[activator],2%
Cc1ccc(NCN2C(=O)C3C4CCC(C4)C3C2=O)cc1 (stereo unspecified),.,1%,.,-19%,-4%,.,36%,.,.
O=c1c2c3nc4ccccc4nc3n(-c3cccc(F)c3)c2ncn1Cc1ccc2c(c1)OCO2,.,-8%,.,-10%,-1%,.,?,.,.
Cc1ccccc1C(=O)Nc1ccnn1C1CCN(C(=O)c2cnsn2)CC1,-6%,1%,-5,-9%,-12%,0%,19%,-13%,1%
Clc1ccc(Cn2c(/C=C/c3ccco3)nc3ccccc32)cc1,-26%,-7%,-7,0%,-3%,?,-13%,-6%,9%
O=C(CSc1nnc2ccccn12)NC(=O)NC1CCCCC1,-2%,-1%,-5,-7%,-10%,-2%,0%,34%[activator],3%
O=C(O)/C=C/C(=O)Nc1ccc(NC(=O)c2ccccc2)c(Cl)c1,-4%,-2%,-3,-5%,2%,5%,2%,-9%,-3%
CCn1cc(CCCC(=O)NCc2ccc(OC)cc2)c2ccccc21,-7%[60.1 µM],-3%,-2,-3%,-10%,-12%,4%,2%,8%
Cc1cc(Cl)ccc1OC(C)C(=O)NCCc1ccc2c(c1)OCCO2 (stereo unspecified),-6%,-7%,2,-6%,?,-10%,28%,-2%,-1%
COc1ccc(CNC(=O)c2cc(=O)[nH]c3ccc(S(=O)(=O)N4CCCC4)cc23)c(OC)c1,-1%[60.1 µM],-5%,4,-7%,.,-19%,-14%,8%,0%
O=C(Nc1cccc2ccccc12)N1CC=CCC1,-5%,-2%,17,?,3%,-11%,7%,-1%,2%
CCOC(=O)c1c(NC(=O)COC(=O)C2CC2C)sc(C)c1C (stereo unspecified),-11%,-5%,5,-12%,-10%,-17%,16%,147%[activator],-8%
O=C(c1ccc(S(=O)(=O)NCc2ccco2)cc1)N1CCN(Cc2ccc3c(c2)OCO3)CC1,0%,-3%,2,-9%,2%,-14%,22%,57%[activator],-2%
C=CCn1c2ccccc2c2nnc(SCCCn3c(=O)[nH]c4ccccc43)nc21,-5%,0%,-2,-5%,5%,?,-26%,8%,-5%
CC(C)(C)n1ncc2c(=O)n(CC(=O)NCc3ccccc3)cnc21,-2%,1%,-3,-10%,6%,-5%,-7%,-7%,-13%
COc1ccc(OC)c(N(CC(=O)N2CCOCC2)S(C)(=O)=O)c1,-11%,-4%,-4,-1%,20%,5%,-2%,159%[activator],-2%
CCOC(=O)C(CC(=O)O)=C(c1ccccc1)c1ccccc1,-6%,-2%,-11,8%,-4%,-3%,3%,130%[activator],-3%
O=C(Nc1ccc2c(c1)OCO2)c1ccc(CN2CCOCC2)cc1,-4%,0%,4,-9%,3%,16%,17%,-2%,1%
O=C(Nc1ccc2c(c1)OCO2)c1cc(-c2ccncc2)nc2ccccc12,-5%,-4%,8,-17%,-3%,-24%,?,140%[activator],4%
COc1cc(C2c3cc4c(cc3OC(NCCc3ccccc3)C2C)OCO4)cc(OC)c1OC (stereo unspecified),-7%,.,-3,.,.,-2%,.,15%,2%
O=C(CN1CCOCCOCCN(CC(=O)Nc2ccccc2)CCOCC1)Nc1ccccc1,-1%,2%,-3,2%,2%,5%,2%,9%,-5%
CS(=O)(=O)N1N=C(c2cccs2)CC1c1ccccc1O (stereo unspecified),1%,-7%,-8,-5%,2%,-8%,?,5%,1%
C[C@@]12C(=O)N(c3cccc(F)c3)C(=O)N1[C@H](c1ccc(F)cc1)[C@@H]1C(=O)N(C3CCCCC3)C(=O)[C@@H]12,-3%,-6%,0,-11%,4%,-13%,8%,20%,-5%

# A second format for part of the listing above:
Compound	Pol kappa inh	BLM inh	LDHA block	Apoferritin bind	APE1 inh	Pol eta inh	Pol beta inh	POLI inh	GRP78 ERSR act
COc1ccc(CNC(=O)c2cc(=O)[nH]c3ccc(S(=O)(=O)N4CCCC4)cc23)c(OC)c1	-1%[60.1 µM]	-5%	4	-7%	.	-19%	-14%	8%	0%
CCOC(=O)c1c(NC(=O)COC(=O)C2CC2C)sc(C)c1C (stereo unspecified)	-11%	-5%	5	-12%	-10%	-17%	16%	147%[activator]	-8%

# Next results follow:
SMILES,Pol kappa inh,BLM inh,LDHA block,Apoferritin bind,APE1 inh,Pol eta inh,Pol beta inh,POLI inh,GRP78 ERSR act
CCOC(=O)c1ccc(NC(=O)CSc2nccn2-c2cc(C)cc(C)c2)cc1,-3%[60.1 µM],-11%,-1,3%,.,0%,0%,15%,-4%
COC(=O)c1c(-c2cccs2)csc1NC(=O)c1ccc(OC)c(OC)c1,2%,-4%,-1,-5%,.,-5%,0%,25%,0%
COc1ccc(OC)c(CNC(=O)c2ccc(Sc3ccc(Cl)cc3)c(NC(C)=O)c2)c1,-6%[60.1 µM],-8%,-9,41%[activator],.,-15%,22%,?,-3%
Cc1nc(CCNC(=O)c2cc(COc3ccc(F)cc3Cl)on2)sc1C,-4%,-11%,2,-4%,-2%,-14%,5%,29%,2%
COc1ccc(CCN2CN(S(=O)(=O)c3ccc(C)cc3)c3nc4ccccc4nc32)cc1OC,1%,3%,-3,6%,0%,-26%,2%,9%,-4%
O=C(CN1C(=O)C2C3C=CC(C3)C2C1=O)OCC(=O)c1ccc([N+](=O)[O-])cc1 (stereo unspecified),-17%,-9%,5,0%,0%,1%,33%,6%,-1%
CCC(Sc1nc(C)cc(=O)[nH]1)C(=O)Nc1ccc(Cl)cn1 (stereo unspecified),3%,2%,-1,-20%,-5%,-21%,0%,25%,-2%
Cc1cc(-c2nc(-c3ccc(C(C)(C)C)cc3)no2)no1,-9%,-6%,0,-5%,2%,1%,34%,14%,10%
COc1ccc(CCNC(=O)Cn2cc(S(=O)(=O)Cc3ccccc3F)c3ccccc32)cc1OC,-6%,-1%,-6,-18%,.,-27%,2%,29%,-2%
O=S(=O)(c1ccc(Cl)c(C(F)(F)F)c1)N1CCN(c2ccccn2)CC1,-14%,2%,-5,-6%,8%,12%,41%[activator],56%[activator],-4%
O=C(NCCc1ccccc1)C1CCN(c2nc3ccccc3o2)CC1,-4%,-8%,-5,-5%,14%,-8%,5%,29%,-2%
C(=N\Nc1nc2ccccc2[nH]1)/c1ccc2ncccc2c1,-9%,-4%,-4,-6%,-5%,4%,0%,0%,-1%
CCNC(=O)C1CCN(c2nc3ccccc3nc2C(F)(F)F)CC1,-4%,1%,-1,-1%,.,-20%,-1%,31%[activator],-2%

# Complete entries from above. Values in the order: Pol kappa inh, BLM inh, LDHA block, Apoferritin bind, APE1 inh, Pol eta inh, Pol beta inh, POLI inh, GRP78 ERSR act
# `CCOC(=O)c1ccc(NC(=O)CSc2nccn2-c2cc(C)cc(C)c2)cc1` across the screens: -3%[60.1 µM], -11%, -1, 3%, ., 0%, 0%, 15%, -4%
# `Cc1cc(-c2nc(-c3ccc(C(C)(C)C)cc3)no2)no1` across the screens: -9%, -6%, 0, -5%, 2%, 1%, 34%, 14%, 10%
# `Cc1nc(CCNC(=O)c2cc(COc3ccc(F)cc3Cl)on2)sc1C` across the screens: -4%, -11%, 2, -4%, -2%, -14%, 5%, 29%, 2%
